GAA glycogen mod – qHTS Assay for Inhibitors and Activators of Human alpha-Glucosidase Cleavage of Glycogen; Lysosomal alpha-glucosidase (Homo sapiens), P10253; 300,000 tested, 0.38% active; AID 2100, 2009; Potency, µM (highest dose often 76.4 µM), for the others: top-dose activity change, negative = inhibition, most hits filed as inhibitors; recombinant GAA, glycogen substrate, Amplex Red glucose oxidase fluorescence; active = well fitted inhibition curve with a large enough effect; inconclusive = small, poorly fitted or top-dose-only effect, or another doubt; inactive = no such curve, though single readings can be large or run the other way;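 note: 0% = full enzyme reaction and -100% = no-enzyme basal signal; the screen sought inhibitors and activators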
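Natural-substrate format: glycogen cleavage by 4 nM human enzyme, glucose read by Amplex Red coupling (Ex 573, Em 610 nm). Normalized to enzyme and no-enzyme controls.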
Starred values were filed as active, the others as inactive; ? = inconclusive; & = joins results of further samples; [ ] = another dose, or the depositor's remark. Potency is the fitted concentration of half-maximal effect.

The opening 7 compounds as a preview:
SMILES	GAA glycogen mod
CCc1ccc(Oc2c(C(F)(F)F)oc3c(CN4CCN(CC)CC4)c(O)ccc3c2=O)cc1	-5%[76.3 µM]
CC(C)c1ccc(C(C)NCCS(=O)(=O)c2ccc(Br)cc2)cc1 (stereo not given)	4%[76.3 µM]
COc1cc(/C=N/N2CCCCC2)cc([N+](=O)[O-])c1O	2%
O=C(O)CCNc1ccc(NCCC(=O)O)c2c1C(=O)c1ccccc1C2=O	12%
COc1ccc(-c2noc(CN(C(=O)c3ccc(C)cc3C)C(C)C)n2)cc1	-7%[76.3 µM]
Cc1nc2ccccc2n1C(C)c1ccccc1 (stereo not given)	19%[76.3 µM]
COc1ccc(CN2C(=O)c3cccnc3C2=O)cc1S(=O)(=O)NCc1ccc(C)cc1	-2%[76.3 µM]

Results, repeating the preview:
SMILES	GAA glycogen mod
CCc1ccc(Oc2c(C(F)(F)F)oc3c(CN4CCN(CC)CC4)c(O)ccc3c2=O)cc1	-5%[76.3 µM]
CC(C)c1ccc(C(C)NCCS(=O)(=O)c2ccc(Br)cc2)cc1 (stereo not given)	4%[76.3 µM]
COc1cc(/C=N/N2CCCCC2)cc([N+](=O)[O-])c1O	2%
O=C(O)CCNc1ccc(NCCC(=O)O)c2c1C(=O)c1ccccc1C2=O	12%
COc1ccc(-c2noc(CN(C(=O)c3ccc(C)cc3C)C(C)C)n2)cc1	-7%[76.3 µM]
Cc1nc2ccccc2n1C(C)c1ccccc1 (stereo not given)	19%[76.3 µM]
COc1ccc(CN2C(=O)c3cccnc3C2=O)cc1S(=O)(=O)NCc1ccc(C)cc1	-2%[76.3 µM]
CCOc1ccc(S(=O)(=O)Nc2cc3c(C(=O)OC)c(COC)oc3c3ccccc23)cc1	0%[76.3 µM]
O=C(Cn1ncc2c3ccccc3n(Cc3ccccc3)c2c1=O)NCCN1CCOCC1	-2%[76.3 µM]
CCN(Cc1ccc(OC)c(F)c1)C(=O)c1oc2ccccc2c1COC	-21%[76.3 µM]
COCCCn1c(=O)c2ccccc2n(Cc2ccc(C)cc2)c1=O	-6%[76.3 µM]
COc1ccccc1N1CCN(C2CCCN(C(=O)CCC(C)=O)C2)CC1 (stereo not given)	-11%[76.3 µM]
Cc1ccc(N)cc1NC(=O)CN1CCOCC1	-3%[76.3 µM]
Cc1ccnc2nc(NC(=O)c3ccccc3Cl)nn12	22%[76.3 µM]
COc1cccc(/C=C(\C#N)c2nc3ccccc3c(=O)[nH]2)c1OC	11%[76.3 µM]
OC12CC3C[C@H](C1)C(N1CCOCC1)[C@@H](C3)C2 (stereo not given in full)	2%[76.3 µM]
Cc1cccc(CNC(=O)CCCn2nc(C)c3c(C)n(-c4ccccc4)nc3c2=O)c1	-3%[76.3 µM]
NC(=O)COc1ccc(-c2noc(COc3ccc(Cl)cc3)n2)cc1	-9%[76.3 µM]
COc1ccc(CCNC(=O)C2(C)CCC(=O)N2Cc2ccc(C)cc2)cc1OC (stereo not given)	3%
Cc1cc(C)cc(NC(=O)Cn2cc(C(=O)c3cccs3)c3ccccc32)c1	7%[76.3 µM]
CCN(c1ccccc1)c1nnc(NC(=O)Nc2ccc(Br)c(C)c2)s1	10%[76.3 µM]
COc1ccc(C(=O)Oc2cc(C(=S)N3CCOCC3)ccc2OC)cc1	1%
COc1cc2c(cc1OC)[C@@H]1Cc3ccc(OC)c(OC)c3CN1CC2	1%
O=[N+]([O-])c1ccc(N2CCN(CC3CCCCC3)CC2)cc1	-4%[76.3 µM]
COc1ccc(-c2cc(C(=O)N(C)Cc3cccc(OC)c3OC)c3ccccc3n2)cc1OC	-6%
COc1ccc(S(=O)(=O)NCCSc2nnnn2-c2ccccc2)cc1OC	-9%[76.3 µM]
Cc1nc(SCc2ccc(Cl)c(Cl)c2)n[nH]1	3%[76.3 µM]
CC1CCCN(c2c3c(nc4ccccc24)CCCC3)C1 (stereo not given)	3%
CC(C)C(=O)Nc1cc(-c2nc3ncccc3o2)ccc1Cl	0%[76.3 µM]
CC1CCN(Cc2nnnn2CCCC(=O)NCCc2cnn(C)c2)CC1	-2%[76.3 µM]
CN(CCCC(=O)Nc1ccccc1)S(=O)(=O)c1ccc(Cl)cc1	-15%[76.3 µM]
Cc1ccccc1NC(=O)N1CCCC1C(=O)NCc1ccccc1 (stereo not given)	6%[76.3 µM]
CCOc1ccccc1Nc1ccc2nonc2c1[N+](=O)[O-]	-1%
CCOc1ccc(CC(=O)NCCc2cnc[nH]2)cc1	8%
COc1ccc(-n2ncc3c2ncn2nc(-c4ccc(Cl)cc4Cl)nc32)cc1	-4%[76.3 µM]
CCOC(=O)CN1C(=O)C(=O)N(Cc2c(F)cccc2Cl)C1=O	6%
O=c1[nH]c(C2CCCN(S(=O)(=O)c3ccccc3F)C2)nc2c1nnn2Cc1ccccc1Cl (stereo not given)	-9%
Cc1ccc(C)c(N(CC(=O)NCc2ccco2)C(=O)CCC(=O)Nc2nccs2)c1	3%
COCc1ccc(CN2CCC(C(=O)Nc3cccc(-c4cccc(Cl)c4)c3)CC2)o1	-4%[76.3 µM]
CCOCCCNC(=O)c1ccc(C2SCC(=O)N2Cc2ccccc2)cc1 (stereo not given)	-1%[76.3 µM]
CCOC(=O)/C(C#N)=C/c1c(N2CCN(CC)CC2)nc2c(C)cccn2c1=O	5%
Cc1cc(=O)oc2c(C)c(OCC(=O)NC3CCN(Cc4ccccc4)CC3)ccc12	-4%[76.3 µM]
CN(C1=NS(=O)(=O)c2ccccc21)c1ccc(OC(=O)c2ccccc2)cc1	4%
COc1ccc(C(=O)Nc2ccc(S(=O)(=O)N3CCN(C)CC3)cc2)cc1[N+](=O)[O-]	20%[76.3 µM]
CC1CCCCN1C(=O)Cn1c(=O)n(-c2ccc(Cl)cc2)c(=O)c2c3c(sc21)CCC3 (stereo not given)	13%[76.3 µM]
CN(Cc1ccccc1)C(=O)c1ccccc1NC(=O)C1=CSCCO1	-2%[76.3 µM]
O=C(O)C[C@@H](CNC(=O)COc1ccc2ccc(=O)oc2c1)c1ccc(Cl)cc1	-2%[76.3 µM]
COc1ccc(NC(=O)CCc2nnc3ccc(N4CCC(C)CC4)nn23)cc1	-4%[76.3 µM]
COc1ccccc1N(CC1CO1)S(=O)(=O)c1ccccc1 (stereo not given)	-4%
Cn1nnnc1SCC(=O)N1CCCCC1	2%
N#Cc1ccccc1COc1cccc2c1CCCC2O (stereo not given)	5%
CCOC(=O)C1CCN(C(=O)C2CCN(c3nnc(-n4cccc4)s3)CC2)CC1	2%[76.3 µM]
COc1cc(OC)c(NC(=O)Cc2ccc(OC)c(S(=O)(=O)N3CCOCC3)c2)cc1Cl	-12%[76.3 µM]
O=C(Cn1ncc2c([nH]c3ccccc32)c1=O)NCC1CCN(Cc2ccccc2F)CC1	-1%[76.3 µM]
COc1ccc(NC(=O)Cc2nnc(SCC(=O)Nc3ccc(F)cc3)n2C)cc1	0%[76.3 µM]
CCn1c(=O)cc(SCC(=O)N2CCN(c3cc(C)ccc3C)CC2)c2ccccc21	-9%[76.3 µM]
COc1ccc(C2CC(=O)c3cc(-c4nc(-c5cccc(Cl)c5)cs4)c(=O)[nH]c3C2)cc1OC (stereo not given)	-7%[76.3 µM]
COc1ccccc1OCCCOc1ccc(/C=C2\SC(=O)NC2=O)cc1OC	10%[76.3 µM]
O=C(Nc1ccc(F)cc1)Nc1cccnc1Cl	3%
COc1ccc(NC(=O)c2cc([N+](=O)[O-])ccc2NC(=O)CNCc2ccccn2)c(OC)c1	-21%[76.3 µM]
Following part.
SMILES	GAA glycogen mod
CC(C)CCNC(=O)CN1C(=O)COc2ccc(S(=O)(=O)N3CCOCC3)cc21	17%[76.3 µM]
COc1cc(NC(=O)Cn2cnc(S(=O)(=O)N3CCc4ccccc43)c2)cc(OC)c1OC	-3%[76.3 µM]
Cc1nc2ccc(C(=O)N/N=C/c3ccccc3O)cc2[nH]1	3%
O=C(NCCCN=C1NS(=O)(=O)c2ccccc21)c1ccc(Cl)cc1	-6%
Cc1ccc(NCc2ccccc2-c2nnc(-c3ccccc3Cl)o2)cc1Cl	?
Cc1oc2cc(Br)c(O)c(Br)c2c1-c1ccccc1	0%
COC(=O)c1ccc(COc2cc(C)ccc2C)o1	-3%
COc1ccc(Br)cc1CNC(=O)Cn1nc(C)n2c(cc3cc(F)ccc32)c1=O	-13%[76.3 µM]
COc1ccc(C(=O)CC(=O)Nc2ccc([N+](=O)[O-])cc2)cc1	9%[76.3 µM]
Cc1oc2c(cc(NS(=O)(=O)c3ccc(Cl)cc3)c3ccccc32)c1C(=O)O	4%[76.3 µM]
Cc1c(C(=O)NCCC2=CCCCC2)sc2ncnc(N3CCCCC3C)c12 (stereo not given)	-5%[76.3 µM]
C/C(=N\NC(=O)c1nnn(-c2nonc2N)c1CN1CCC(C)CC1)c1cccc(Br)c1	-3%[76.3 µM]
COc1ccc(Cl)cc1S(=O)(=O)n1c([N+](=O)[O-])cnc1C	11%[76.3 µM]
CCCOC(=O)c1ccc(NC(=O)Cn2nnc3sc4c(c3c2=O)CCC(C(C)(C)C)C4)cc1 (stereo not given)	-4%[76.3 µM]
Cc1cc(Nc2cccc(Cl)c2)c2ccccc2n1	6%[76.3 µM]
O=C(CC(=O)NCc1ccc(Cl)cc1)NCc1ccc(Cl)cc1	8%
O=C(c1ccccn1)N1CCCC(N2CCN(c3ccccc3)CC2)C1 (stereo not given)	-6%[76.3 µM]
CCN(CC)c1ccc(/C=C/c2cccc[n+]2C)c(OC)c1	2%[76.3 µM]
Cc1cccn2c(=O)c3cc(C(=O)NC4CCCCC4)c(=N)n(Cc4ccccc4)c3nc12	-5%[76.3 µM]
CC(=O)c1cccc(NC(=O)[C@H]2O[C@@H]3OC(C)(C)O[C@@H]3[C@H]3OC(C)(C)O[C@H]32)c1	0%[76.3 µM]
COc1ccc(CCNC(=O)CCCCn2c(=O)c3ccccc3n(CC(=O)Nc3c(C)cccc3C)c2=O)cc1OC	-2%[76.3 µM]
COc1ccc(Cl)cc1NC(=O)CCS(=O)(=O)c1ccc(Br)cc1	-4%
Cc1ccc(Cn2cc(C(=O)NN)c(=O)c3ccc(F)cc32)cc1	2%
CC(C)N(C(=O)CSc1nc2ccc(Cl)cc2[nH]1)c1ccccc1	-17%[76.3 µM]

Reformatted comma-delimited: 7 of the compounds above
SMILES,GAA glycogen mod
COc1ccc(Cl)cc1S(=O)(=O)n1c([N+](=O)[O-])cnc1C,11%[76.3 µM]
CCCOC(=O)c1ccc(NC(=O)Cn2nnc3sc4c(c3c2=O)CCC(C(C)(C)C)C4)cc1 (stereo not given),-4%[76.3 µM]
Cc1cc(Nc2cccc(Cl)c2)c2ccccc2n1,6%[76.3 µM]
O=C(CC(=O)NCc1ccc(Cl)cc1)NCc1ccc(Cl)cc1,8%
O=C(c1ccccn1)N1CCCC(N2CCN(c3ccccc3)CC2)C1 (stereo not given),-6%[76.3 µM]
CCN(CC)c1ccc(/C=C/c2cccc[n+]2C)c(OC)c1,2%[76.3 µM]
Cc1cccn2c(=O)c3cc(C(=O)NC4CCCCC4)c(=N)n(Cc4ccccc4)c3nc12,-5%[76.3 µM]

Continuation.
SMILES	GAA glycogen mod
CCOC(=O)C1CCN(Cc2cc(=O)oc3cc(C)ccc23)CC1	4%
COc1ccccc1N(CC(O)CN1C(C)CCCC1C)S(=O)(=O)c1ccccc1 (stereo not given)	4%[76.3 µM]
CCn1c(=O)cc(SCC(=O)NCCc2cccc(C)c2)c2ccccc21	-15%[76.3 µM]
CC1CCC(NC(=O)c2ccc3c(c2)N(Cc2ccccc2F)C(=O)c2ccccc2S3(=O)=O)CC1 (stereo not given)	-8%[76.3 µM]
Cc1ccc2nc3c(cc(C#N)c(=O)n3-c3nnc(SCc4ccccc4Cl)s3)c(=O)n2c1	-10%[76.3 µM]
CN1C(=O)CC(=O)N(C)c2cc(S(=O)(=O)N(C)Cc3ccccc3)ccc21	-14%&10%[76.3 µM]
CC(=O)Nc1ccc(NC(=O)CC(NC(=O)c2ccccc2)c2ccccc2)cc1 (stereo not given)	8%
Cc1ccc(C2(C(=O)N3CCC(n4nc(-c5ccccc5)oc4=O)CC3)CC2)cc1	-4%[76.3 µM]
COC(=O)COc1ccc(S(=O)(=O)N2CCCCCC2)cc1C	12%
COc1ccc(S(=O)(=O)N2CCC(C(=O)N[C@@H](C)C(=O)NC3CCCC3)CC2)cc1	1%[76.3 µM]
Cc1c(C(=O)N2CCN(CCc3ccccn3)CC2)oc2ccc(F)cc12	1%[76.3 µM]
CCN(C(=O)C1CCN(c2nc(-c3ccc(OC)cc3)no2)CC1)c1ccc(OC)cc1	-7%[76.3 µM]
COc1ccc(Nc2nc(N3CCOCC3)nc(N3CCOCC3)n2)cc1	-7%[76.3 µM]
CCC(C(=O)NCc1ccc(F)cc1)N(Cc1cccs1)C(=O)c1snc(C(N)=O)c1N (stereo not given)	-7%
COCCCNC(=O)Cn1cnc2sc(C)c(S(=O)(=O)N3CCN(c4ccccc4OC)CC3)c2c1=O	-4%
CN=C(Nc1cccnc1)c1ccccc1	1%
CC1CCCC(C)N1C(=O)CCN1C(=O)C2C3C=CC(C3)C2C1=O (stereo not given)	2%[76.3 µM]
c1cc(SSc2ccncc2)ccn1	2%
COc1cc(C2C(C(=O)Nc3ccc(Cl)cc3)=C(C)Nc3nc(SC)nn32)cc(OC)c1OC (stereo not given)	5%[76.3 µM]
COc1ccc(NC(=O)CSc2nc3[nH]c(=O)[nH]c(=O)c3s2)cc1OC	3%
COc1ccc(C(=O)N/N=C(/C)c2cccc(NC(=O)c3ccccc3F)c2)cc1	-2%[76.3 µM]
Cc1c(OCC(=O)N2C[C@H]3C[C@@H](C2)c2cccc(=O)n2C3)ccc2c3c(c(=O)oc12)CCCC3	-11%[76.3 µM]
CCc1nnc(SCc2nc(-c3ccc(OC)c(OC)c3)oc2C)c2cc3sc(C)cc3n12	23%[76.3 µM]

From PubChem BioAssay

These rows are one share of the data (hit frequency here may not be typical).
